Source: PubChem
PGC1a acetyl inh: inhibitors of PGC1a acetylation signal, primary screen, cell-based, U2OS, AlphaScreen, inhibitor mode | AlphaScreen anti-acetyl-lysine; with virally co-expressed GCN5 acetyltransferase | inhibition, % at 15.6 µM | actives 0.17% (n = 350,000) | AID 651687, 2012;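 active = every replicate shows inhibition of at least 40%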;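 note: 0% = neutral control wells and 100% = positive control wells; some results beyond the cut were filed as inactive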
Cneo AK release: Cryptococcus neoformans cell lysis inducers, primary screen, AK release luminescence, single concentration | C. neoformans lysis, adenylate kinase release luminescence, 4 h; normalised: neutral wells 0, clomiphene wells 100 | lysis activity, % at 15 µM | actives 0.2% (n = 360,000);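 active = mean lysis activity across replicates of at least 80%, whatever share of replicates individually reach that level; inactive = mean lysis activity below 80%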
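Test system: log-phase Cryptococcus neoformans yeast cells; Quantity: yeast cell density of 5 × 10^6 cells/mL; Buffer or medium: YPD; Doses: single compound concentration per well; Timing: 4 h at 37 °C static, read 1 h later; Measured by: AK luminescence; Read-out basis: lysis from increased AK signal; Control set: Clomiphene as positive control.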
S100A4 inh HTS: inhibitors of S100A4-myosin IIA peptide binding, primary screen, biochemical, fluorescence polarization, TAMRA-MyoIIA peptide | inhibition, % at 10.7 µM | actives 0.14% (n = 360,000) | Protein S100-A4 (Homo sapiens), P26447;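 active = mean inhibition of at least 70% across replicates, with every replicate also reaching that level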
Target sequence (P26447 whole entry, looked up): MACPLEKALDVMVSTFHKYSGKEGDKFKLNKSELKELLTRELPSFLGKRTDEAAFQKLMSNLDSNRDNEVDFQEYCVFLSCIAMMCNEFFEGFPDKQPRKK
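Test system: S100A4 monomer protein. Medium: HEPES buffer with Ca2+, pH 7.2. Reagent: fluorescent myosin IIA peptide, 5 nM. Compound dosing: single-point compound testing. Timing: 5 min between mix addition and reading. Benchmarks: DMSO neutral and TFP positive wells.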
Xi reactivation: activators of inactive X chromosome reactivation, primary screen, imaging, XiGFP fibroblasts, GFP high-content imaging, set 2; activation, % at 7.58 µM; XiGFP mouse fibroblasts, % GFP-positive cells imaging, 3 d; cells co-treated with 5-aza-dC sensitizer; scaled so ellipticine positive control = 100%; actives 0.055% (n = 360,000);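 active = mean normalized replicate activation at least 10% and every replicate at or above 10%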;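 note: 0% = median of on-plate neutral control wells and 100% = ellipticine 6 µM median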
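System: SV40-immortalized XiGFP fibroblast cells, line 68-5-11 / Incubation: 3-day compound exposure, then 15 min fixation at room temperature / Compound: single concentration per compound, delivered by pin transfer / Buffer or medium: DMEM plus 5-aza-dC sensitizer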
LGR2 inh: inhibitors of bursicon-induced LGR2 CRE-luciferase signal, primary screen, cell-based, HEK293, CRE-luciferase reporter, bursicon stimulation; Drosophila bursicon receptor LGR2 (rickets); bursicon-stimulated, 4 h; inhibition, % at 9.99 µM; actives 0.35% (n = 380,000); AID 720647, 2013;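 active = drop in luminescence signal, shown as inhibition above about 50% in the replicate tests, limit read from the data, passing the limit was not always enough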;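 note: agonist challenge used bursicon conditioned medium at about half maximal strength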
SIRT5 block: SIRT5 desuccinylase inhibitors, primary screen, biochemical, fluorescence imaging, single point, set 5. NAD-dependent protein deacylase sirtuin-5, mitochondrial (Homo sapiens), Q9NXA8. Purified SirT5, succinyl-peptide AMC, trypsin-coupled fluorescence. inhibition, % at 15 µM. actives 1.1% (n = 330,000); in the data active = inhibition above about 15%
C2C12 statin: suppressors of statin myotoxicity in C2C12 myotubes, primary screen, cell-based, single point, plate reader. C2C12 myotubes + simvastatin, ATP luminescence, 48 h; scaled: DMSO 0, geranylgeraniol control 100. rescue of ATP level, % at 7.49 µM. actives 0.78% (n = 330,000);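 active = mean ATP rescue above about 67%, or every replicate alone reaching that limit, limit read from the data, passing the limit was not always enough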;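 note: myotubes were challenged with 10 µM simvastatin during compound exposure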
ERAP1 inh: human ERAP1 aminopeptidase inhibitors, primary screen, biochemical, single point, plate reader; Endoplasmic reticulum aminopeptidase 1 (Homo sapiens), Q9NZ08; actives 0.15% (n = 340,000); recombinant ERAP1, Leu-AMC fluorescence, 60 min; AID 652197, 2013; inhibition, % at 10.7 µM;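 active = mean replicate inhibition of at least 30%, or all replicates individually reaching that 30% level; inactive = mean below 30% and not every replicate reaching it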;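 note: 0% = neutral control wells and 100% = L-leucinethiol positive control wells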
Target sequence (Q9NZ08 whole entry, looked up): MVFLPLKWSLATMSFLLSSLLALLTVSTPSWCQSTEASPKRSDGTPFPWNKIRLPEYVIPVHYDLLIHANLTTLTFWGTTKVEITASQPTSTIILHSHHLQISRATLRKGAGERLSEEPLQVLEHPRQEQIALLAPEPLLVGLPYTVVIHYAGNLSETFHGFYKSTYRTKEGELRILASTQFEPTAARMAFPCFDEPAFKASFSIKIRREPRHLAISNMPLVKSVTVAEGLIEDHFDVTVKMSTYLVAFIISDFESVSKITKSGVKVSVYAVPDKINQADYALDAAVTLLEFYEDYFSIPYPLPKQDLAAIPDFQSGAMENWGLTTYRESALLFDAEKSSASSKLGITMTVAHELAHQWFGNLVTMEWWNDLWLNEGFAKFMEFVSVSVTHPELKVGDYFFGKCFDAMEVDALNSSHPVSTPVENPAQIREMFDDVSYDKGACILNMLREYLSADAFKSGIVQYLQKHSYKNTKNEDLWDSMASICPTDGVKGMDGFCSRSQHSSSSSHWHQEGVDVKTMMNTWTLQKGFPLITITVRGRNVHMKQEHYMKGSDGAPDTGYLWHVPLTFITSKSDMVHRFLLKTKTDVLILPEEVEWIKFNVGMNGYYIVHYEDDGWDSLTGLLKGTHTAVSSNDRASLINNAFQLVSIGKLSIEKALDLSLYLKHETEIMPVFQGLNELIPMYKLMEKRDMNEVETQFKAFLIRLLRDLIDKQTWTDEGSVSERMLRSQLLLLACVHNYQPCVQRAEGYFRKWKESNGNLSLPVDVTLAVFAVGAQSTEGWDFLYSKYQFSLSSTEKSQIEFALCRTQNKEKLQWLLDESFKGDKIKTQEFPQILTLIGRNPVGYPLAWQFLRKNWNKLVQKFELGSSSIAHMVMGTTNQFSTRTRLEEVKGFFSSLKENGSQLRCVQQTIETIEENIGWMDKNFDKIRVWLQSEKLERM
* = called active by the depositor; · = not tested or not shown.

SMILES	PGC1a acetyl inh	Cneo AK release	S100A4 inh HTS	Xi reactivation	LGR2 inh	SIRT5 block	C2C12 statin	ERAP1 inh
CC(=O)Nc1ccc(OC(=O)Oc2ccc(NC(C)=O)cc2)cc1	-1	1	0	0.1	13	-3	8	-2
NS(=O)(=O)c1ccc(CNC(=O)/C=C/c2ccc(Cl)c(Cl)c2)cc1	·	·	-2	0.0	12	3	·	0
CC(C)=C1C2CCC1C(C(=O)Nc1cc(C)cc(C)c1)C2C(=O)O (stereo not drawn)	8	·	0	0.0	13	1	-6	-2
CO[C@@H](CN(C)C(=O)c1ccc2c(c1)OCO2)[C@@H](C)CN([C@@H](C)CO)S(=O)(=O)c1ccc(C)cc1	2	2	3	-0.1	1	10	3	1
Cc1cccc(N2C(=O)CC(N3CCN(c4ccc(Cl)cc4)CC3)C2=O)c1 (stereo not drawn)	8	1	-2	0.0	·	1	-5	-2
CC(Sc1nnc2c(n1)[nH]c1ccccc12)C(=O)N(C)C1CCCCC1 (stereo not drawn)	-8	1	7	0.0	-5	4	-23	-4
Nc1ncnc2c1ncn2[C@@H]1O[C@H](CNCc2ccc(OCC(=O)Nc3nccs3)cc2)[C@@H](O)[C@H]1O	0	3	-1	-0.1	-9	-1	6	-4
COC(=O)C[C@@H]1CC[C@H]2[C@@H](COC[C@@H](O)CN2S(=O)(=O)c2ccccc2OC)O1	4	0	·	0.0	19	·	3	·
CN(Cc1cccc(Cl)c1)C(=O)C1CSC2(C)CCC(=O)N12 (stereo not drawn)	1	0	-1	0.0	16	-6	3	2
CCN(c1ccc(C)cc1C)S(=O)(=O)c1nnc(NC(=O)C(C)C)s1	-4	1	-2	0.3	3	-3	-6	0
CCOc1ccc2nc(SCC(=O)NNC(=O)c3ccco3)c(C)cc2c1	·	3	-11	0.4	13	-4	-16	4
CCc1ccc(C2c3[nH]c4ccccc4c3CCN2C(=O)c2cc[n+]([O-])cc2)cc1 (stereo not drawn)	-11	0	1	-0.1	7	0	-1	4
COC(=O)c1ccc(COC(=O)c2cccn2C)o1	·	0	-4	·	-30	-1	30	-4
CC(=O)NC(NC(=S)Nc1c(C)n(C)n(-c2ccccc2)c1=O)C(Cl)(Cl)Cl (stereo not drawn)	·	·	0	0.0	3	2	·	12
CC(C)CC(=O)NC(=S)NNC(=O)c1cccc([N+](=O)[O-])c1	3	·	2	0.0	-1	-4	·	6
CCCSc1nnc(CNC(=O)C23CC4CC(CC(C4)C2)C3)n1Cc1ccccc1	-7	-3	0	0.0	7	1	·	-3
CCOc1cccc(CN2CCCC(C(=O)Nc3cccc(-n4cccn4)c3)C2)c1 (stereo not drawn)	-6	5	-7	0.1	0	-3	11	-8
C[C@@H]1CN([C@@H](C)CO)C(=O)c2cccc(NC(=O)Nc3cccc4ccccc34)c2O[C@H]1CN(C)S(=O)(=O)c1ccc(Cl)cc1	-3	4	-5	-1.0	-6	9	6	-1
COCCNC(=O)C1CCCN(C(=O)c2cncc(Br)c2)CC1 (stereo not drawn)	6	-1	1	0.0	13	·	7	4
C=CCN=C1NC(c2ccc(C(F)(F)F)cc2)C(C(=O)OC)=C(C)N1Cc1ccccc1C(F)(F)F (stereo not drawn)	·	·	-7	0.2	8	-1	·	2
O=C(NCCCSc1ccccc1)c1cccnc1	·	0	1	0.0	3	2	7	0
COc1ccc(CN(C)C[C@H]2OCCCC[C@@H](C)Oc3ccc(NC(=O)C4CCCCC4)cc3C(=O)N([C@H](C)CO)C[C@@H]2C)cc1	-4	2	-5	0.0	-7	5	·	5
C[C@H](C(=O)N(C)C[C@@H]1OCc2ccccc2-c2c(n(C)c3ccccc23)C(=O)N([C@H](C)CO)C[C@H]1C)c1ccccc1	-19	·	7	0.4	15	3	·	3
CC1(c2ccc(OC(F)F)cc2)NC(=O)N(CC(=O)Nc2cccc(S(N)(=O)=O)c2)C1=O (stereo not drawn)	-5	0	-4	0.0	-9	-4	2	1
Cc1ccccc1NS(=O)(=O)c1ccc(C(=O)N2CCC2)cc1	·	0	-2	0.1	2	-6	1	0
C[C@H](CO)N1C[C@H](C)[C@H](CN(C)C(=O)c2ccc3c(c2)OCO3)Oc2cc(-c3ccccc3)ccc2S1(=O)=O	-11	3	1	0.0	-10	-7	-19	·
Cc1ccc(S(=O)(=O)N2[C@H](CC(=O)c3ccccc3)OC[C@@H]2C(C)C)cc1	·	·	-4	-0.1	1	·	·	-3
COc1cccc(S(=O)(=O)N2C[C@H](O)COC[C@@H]3O[C@@H](CC(=O)N4CCCCC4)CC[C@H]32)c1	-2	41	9	0.4	-13	1	0	-3
O=C(COc1cccc(NC(=O)c2ccccc2)c1)c1ccccc1	·	·	-1	0.1	16	1	·	10
CCc1ccc(NC(=O)C2(C)Cc3ccccc3C(=O)O2)cc1 (stereo not drawn)	0	·	0	0.0	-32	·	·	·
CN1[C@@H]2c3ccc(-c4cccnc4)c(=O)n3C[C@@H]2[C@@H](CO)[C@@H]1C(=O)N1CCc2ccccc2C1	·	113*	-1	0.1	-11	4	23	-5
Cc1ccc(-c2nc(NC(=O)CSc3ccc4ccccc4n3)ns2)cc1	5	4	-7	0.2	-30	·	5	·
CCCCCNC(=O)C(c1ccnc2ccccc12)n1c(=O)c(-c2ccccc2)nc2ccccc21 (stereo not drawn)	·	·	-7	-0.2	-24	·	·	0
O=C(c1ccccc1)C1CCN(C(=O)Nc2ccccc2)CC1	-1	0	-1	0.2	-1	-7	0	0
C[C@@H]1CN([C@H](C)CO)S(=O)(=O)c2ccc(C#CC3(O)CCCC3)cc2O[C@@H]1CN(C)C	-1	-3	-10	-0.7	10	-2	-6	4
O=C(C1CCCCC1)N1CCN(c2ccnc3cc(Cl)ccc23)CC1	-3	-5	-6	0.0	·	-1	-17	-8
CCOCCOC(=O)COc1ccc2c(-c3ccccc3)cc(=O)oc2c1	·	·	-1	0.0	0	2	·	-3
COC(=O)C1(C)COP(=O)(NC23CC4CC(CC(C4)C2)C3)OC1 (stereo not drawn)	·	·	0	0.0	2	0	·	-1
N#C[C@@H]1[C@H](c2ccc(C#Cc3ccccc3F)cc2)[C@H](CO)N1C(=O)c1cccnc1	-16	40	9	0.4	-4	0	-29	-2
COc1ccc(Cc2nnc(SCC(=O)c3ccc4c(c3)NC(=O)CO4)o2)cc1	·	·	2	-0.1	2	-4	4	-4

Reformatted: entries from further up.
O=C(COc1cccc(NC(=O)c2ccccc2)c1)c1ccccc1
  PGC1a acetyl inh: · | Cneo AK release: · | S100A4 inh HTS: -1 | Xi reactivation: 0.1 | LGR2 inh: 16 | SIRT5 block: 1 | C2C12 statin: · | ERAP1 inh: 10

CCc1ccc(NC(=O)C2(C)Cc3ccccc3C(=O)O2)cc1 (stereo not drawn)
  PGC1a acetyl inh: 0 | Cneo AK release: · | S100A4 inh HTS: 0 | Xi reactivation: 0.0 | LGR2 inh: -32 | SIRT5 block: · | C2C12 statin: · | ERAP1 inh: ·

Next results:
SMILES	PGC1a acetyl inh	Cneo AK release	S100A4 inh HTS	Xi reactivation	LGR2 inh	SIRT5 block	C2C12 statin	ERAP1 inh
CCOc1ncccc1C(=O)Nc1cc(S(=O)(=O)N2CCCCC2)ccc1Cl	-3	1	0	0.1	12	3	-9	2
Oc1[nH]c2ccc(Br)cc2c1N=NC(=S)Nc1ccc(F)cc1	-1	0	7	-0.2	1	-3	·	·
O=C(O)c1cc(N2N=C(C(F)(F)F)/C(=C/C=C/c3ccco3)C2=O)ccc1Cl	-11	·	-7	0.0	11	63*	·	33*
COc1ccc(C(=O)NC2CCN(Cc3c(F)cccc3Cl)CC2)cc1OC	·	2	2	0.0	20	-4	1	4
CO[C@@H]1CC[C@@H]2CCN(C)C(=O)C[C@H](c3ccccc3)CN(C)C(=O)c3cc(C#N)ccc3OC[C@H]1O2	·	2	-1	-0.1	11	-1	11	0
Cc1ccnc2nc(C(=O)NCc3ccccc3)nn12	6	·	-5	0.0	-3	-3	·	-1
O=C(NCCNC(=O)c1ccccn1)c1ccc(F)cc1	5	2	-2	0.0	18	-2	7	-6
CCOc1ccccc1N1CCN(C(=O)CC(C)(C)C)CC1	-4	-1	8	0.0	0	2	1	-3
O=[N+]([O-])c1ccc2ccn(C3OCC(O)C(O)C3O)c2c1 (stereo not drawn)	·	·	5	0.0	-7	1	·	-4
O=C(NC1CCN(CC(=O)N(c2ccccc2)c2ccccc2)CC1)c1ccc([N+](=O)[O-])cc1	-21	-1	2	0.0	13	-4	4	-1
N#Cc1cccc(NC(=O)CNc2cc(S(=O)(=O)N3CCOCC3)ccc2N2CCCC2)c1	-12	-3	-3	0.0	-2	1	5	-2
COc1ccc(CN2C[C@H](O)COC[C@@H]3O[C@H](CC(=O)N4CCc5ccccc5C4)CC[C@H]32)cc1	-4	1	10	0.4	-2	15*	30	4
O=C(COC(=O)c1cccc(Br)c1)NCCC1=CCCCC1	·	·	4	0.0	3	1	·	1
C[C@@H]1CN([C@@H](C)CO)S(=O)(=O)c2ccc(C3=CCCCC3)cc2O[C@H]1CN(C)C(=O)Cc1ccccc1	20	5	-9	-0.3	13	16*	-37	0
CN(C)S(=O)(=O)N1CCC(Oc2cccc(C(=O)NC3CCCCCC3)c2)CC1	7	2	1	0.0	-2	-1	-11	0
O=C(Nc1ccccc1)N[C@@H]1CC[C@H](CCn2cc(-c3ccccc3F)nn2)O[C@@H]1CO	2	·	3	0.0	21	3	·	3
COc1ccc(-n2c(C)cc(C(=O)CSc3ccc(NC(C)=O)cc3)c2C)cc1	·	-2	·	0.1	-4	·	4	·
CCC(=Cc1ccccc1OC)c1ccncc1	14	·	5	-0.1	-32	0	-2	0
CO[C@H]1CN(C)C(=O)c2cc(NC(C)=O)ccc2OC[C@H](C)NC[C@@H]1C	16	3	7	0.0	1	-6	12	2
C[C@@H]1CN([C@@H](C)CO)S(=O)(=O)c2ccc(C3=CCCC3)cc2O[C@H]1CN(C)C(=O)Cc1ccncc1	3	-2	-4	0.0	-10	1	-12	-1
CN(C)CC(=O)Nc1ccc2c(c1)[C@@H]1C[C@H](CC(=O)NCc3cc(F)ccc3F)O[C@@H](CO)[C@@H]1O2	5	49	19	0.3	10	1	0	1
CCC(=O)N(C)C[C@H]1Oc2cc(C#Cc3ccccn3)ccc2S(=O)(=O)N([C@H](C)CO)C[C@H]1C	-17	3	-3	0.1	-8	-4	-4	0

2 entries from above in another layout:
| smiles | PGC1a acetyl inh | Cneo AK release | S100A4 inh HTS | Xi reactivation | LGR2 inh | SIRT5 block | C2C12 statin | ERAP1 inh |
| --- | --- | --- | --- | --- | --- | --- | --- | --- |
| COC(=O)C1(C)COP(=O)(NC23CC4CC(CC(C4)C2)C3)OC1 (stereo not drawn) | · | · | 0 | 0.0 | 2 | 0 | · | -1 |
| N#C[C@@H]1[C@H](c2ccc(C#Cc3ccccc3F)cc2)[C@H](CO)N1C(=O)c1cccnc1 | -16 | 40 | 9 | 0.4 | -4 | 0 | -29 | -2 |

Some of the compounds tested; rates above refer to the full screens.
